# Source: PubChem (Broad Institute)
# E-sel inducer = induces E-selectin expression in human endothelial cells | activation, % at 7.58 µM | 0.37% of 260,000 active | HUVEC E-selectin immunofluorescence imaging; normalized: neutral wells 0, TNF-alpha wells 100 | P16581;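 active = mean E-selectin-positive cell signal at least 10% of the positive control, reached in at least 60% of replicates, without over 20% cell loss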;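 also: in these data hits start at about 27%; measured in HUVEC primary endothelial cells; signal is the percent of cells scored E-selectin positive by PE staining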
#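 Test system: HUVEC; input: 3,000 HUVEC/well; measured by: immunofluorescence imaging; read-out: % PE-positive cells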
# RAD52 anneal inh = inhibitors of human RAD52 DNA annealing; 0.46% of 360,000 active; inhibition, % at 18.7 µM; recombinant RAD52 DNA annealing, FRET fluorescence;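 active = every replicate showing at least 50% inhibition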
# RAD54 branch = blocks human RAD54 Holliday junction branch migration; 0.14% of 360,000 active; AID 602329; Q92698; FAM/BHQ fluorescence; inhibition, % at 10.4 µM;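 active = mean normalized replicate activity at least 40 and at least half of replicates scoring 40 or more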;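 also: 0% = median of neutral control wells and 100% = median of positive control wells; inhibitors cause a drop in the FAM fluorescence signal; in these data hits start at about 50%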
# miR-122 sensor = blocks miR-122 activity in Huh7 sensor cells. Huh7 miR-122 Renilla luciferase sensor, 48 h; neutral wells = 0, positive control = 100. activation (reporter increase), % at 12.5 µM. 0.3% of 340,000 active;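 active = mean replicate activation score at least 90 and every replicate individually at or above 90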;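 also: higher luciferase means less miR-122 activity so hits act as miR-122 inhibitors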
# ERAP1 inh = ERAP1 (human) enzyme inhibition; recombinant ERAP1, Leu-AMC fluorescence, 60 min; Q9NZ08; 0.15% of 340,000 active; inhibition, % at 10.7 µM; AID 652197;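 active = mean replicate inhibition of at least 30%, or all replicates individually reaching that 30% level; inactive = mean below 30% and not every replicate reaching it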;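 also: 0% = neutral control wells and 100% = L-leucinethiol positive control wells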
# Target sequence (Q9NZ08 whole entry, looked up): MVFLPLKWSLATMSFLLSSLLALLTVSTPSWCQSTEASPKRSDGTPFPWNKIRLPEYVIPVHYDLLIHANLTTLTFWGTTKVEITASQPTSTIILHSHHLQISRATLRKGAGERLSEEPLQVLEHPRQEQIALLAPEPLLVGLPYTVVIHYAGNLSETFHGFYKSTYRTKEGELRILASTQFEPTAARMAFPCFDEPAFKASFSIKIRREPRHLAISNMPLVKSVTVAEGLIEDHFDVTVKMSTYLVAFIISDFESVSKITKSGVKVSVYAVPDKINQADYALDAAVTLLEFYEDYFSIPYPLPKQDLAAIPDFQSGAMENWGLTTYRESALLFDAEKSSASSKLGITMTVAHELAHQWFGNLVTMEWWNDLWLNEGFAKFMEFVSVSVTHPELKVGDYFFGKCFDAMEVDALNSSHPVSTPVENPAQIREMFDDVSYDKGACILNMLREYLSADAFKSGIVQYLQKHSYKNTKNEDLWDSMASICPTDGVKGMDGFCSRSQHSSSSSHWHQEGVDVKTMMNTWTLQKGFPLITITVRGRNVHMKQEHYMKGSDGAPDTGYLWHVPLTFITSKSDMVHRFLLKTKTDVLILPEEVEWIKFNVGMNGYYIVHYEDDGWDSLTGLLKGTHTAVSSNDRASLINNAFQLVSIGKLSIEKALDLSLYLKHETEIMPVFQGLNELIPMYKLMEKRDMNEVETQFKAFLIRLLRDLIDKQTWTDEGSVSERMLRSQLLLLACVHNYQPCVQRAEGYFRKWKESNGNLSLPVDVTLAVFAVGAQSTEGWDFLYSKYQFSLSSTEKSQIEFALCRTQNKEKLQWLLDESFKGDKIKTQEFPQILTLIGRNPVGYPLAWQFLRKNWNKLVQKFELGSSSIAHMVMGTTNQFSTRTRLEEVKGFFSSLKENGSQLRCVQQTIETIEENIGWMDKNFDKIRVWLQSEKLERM
# PglD inh = PglD (C. jejuni) enzyme inhibition. purified PglD enzyme, DTNB colorimetric CoA detection. inhibition, % at 12.5 µM. 0.098% of 360,000 active; in the data active = inhibition above about 16%, passing the limit was not always enough; also: strong numbers were not always called active
# Cneo AK release = causes C. neoformans cell lysis | adenylate kinase release luminescence, 4 h; normalised: neutral wells 0, clomiphene wells 100 | lysis activity, % at 15 µM | 0.2% of 360,000 active | AID 651654;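 active = mean lysis activity across replicates of at least 80%, whatever share of replicates individually reach that level; inactive = mean lysis activity below 80%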
#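 Test system: log-phase Cryptococcus neoformans yeast cells; Quantity: yeast cell density of 5 × 10^6 cells/mL; Buffer or medium: YPD; Doses: single compound concentration per well; Timing: 4 h at 37 °C static, read 1 h later; Measured by: AK luminescence; Read-out basis: lysis from increased AK signal; Control set: Clomiphene as positive control.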
# PGC1a acetyl inh = modulators of PGC1a acetylation | AID 651687 | 0.17% of 350,000 active | U2OS PGC1a acetylation, AlphaScreen anti-acetyl-lysine; with virally co-expressed GCN5 acetyltransferase | inhibition, % at 15.6 µM;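 active = every replicate shows inhibition of at least 40%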;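 also: 0% = neutral control wells and 100% = positive control wells; some results beyond the cut were filed as inactive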
# Active calls of the source: *; x = no result given; & = joins results of further samples; [ ] = dose if it differs, or a comment.
SMILES,E-sel inducer,RAD52 anneal inh,RAD54 branch,miR-122 sensor,ERAP1 inh,PglD inh,Cneo AK release,PGC1a acetyl inh
Cc1ccc(S(=O)(=O)N[C@@H](CO)C(=O)N[C@@H](Cc2ccc(O)cc2)C(=O)O)cc1,-0.2,-3,-3,-6,-7,3,-24,9
CCOC(=O)c1cnc(-n2nc(C)cc2C)nc1Nc1ccc(N(C)C)cc1,x,x,4,-4,x,1,3,1
O=C(O)c1c2c(nc3ccc(S(=O)(=O)N4CCC(C(=O)NCc5ccccc5)CC4)cc13)CCCC2,-0.1,-27,-10,-3,-1,0,-1,6
CN1c2ccsc2C(=O)/C(=C\Nc2cccc(C(F)(F)F)c2)S1(=O)=O,1.0,-22,0,0,3,-4,8,1
COc1ccc(S(=O)(=O)N(C)C[C@H]2Oc3ccc(NC(=O)Cn4cnnn4)cc3CC(=O)N([C@H](C)CO)C[C@H]2C)cc1,-15,1,-6,-1[16.7 µM],-1,-2,2,-4
COC(=O)c1ccc2nc(-c3cccc(Cl)c3)c(Cc3ccccc3OC)n2c1,6.9,-26,3,5,1,0,0,19
C=CCNC(=S)NNC(=O)c1ccc(OCC)cc1,x,x,2,-3,x,-4,1,-2
CC(C)(Nc1ccccc1)C(=O)c1ccccc1,x,-20,0,4,-3,-1,-3,x
CCN(CC)S(=O)(=O)c1csc(C(=O)NC2CCCCC2)c1,x,x,-1,2,x,7,0,-3
COc1ccccc1NC(=O)c1ccc(NC(=O)c2ccc(=O)[nH]c2)cc1,-0.7,-13,1,11,2,0,1,2
Cc1noc(C)c1NC(=O)Nc1ccc2c(c1)C(=O)N([C@@H](C)CO)C[C@H](C)[C@H](CN(C)C)OCCCC[C@@H](C)O2,0.0,-25,5,9[16.7 µM],-1,4,-4,2
CCS(=O)(=O)N1[C@H](CO)[C@@H](c2ccc(C#CCC3CCCC3)cc2)[C@@H]1C#N,0.4,-17,-3,x,-3,-1,-2,-8
O=C(NC1CC2CCCC(C1)N2Cc1ccc(F)cc1)c1ccc(F)cc1 (configuration not stated),-0.2,-2,-6,-2,2,2,3,12
C[C@H](CO)N1C[C@H](C)[C@H](CN(C)C(=O)Nc2cccc3ccccc23)Oc2ccc(NC(=O)Nc3ccc(C(F)(F)F)cc3)cc2CC1=O,-0.7,2,0,17[16.7 µM],-4,2,0,4
Cc1ccc(C)c(OC(=O)c2ccncc2)c1,x,x,2,-2,x,-1,1,-3
Cn1c(N)c(C(=O)COC(=O)CC(NC(=O)c2ccccc2Cl)c2ccccc2)c(=O)n(C)c1=O (configuration not stated),1.0,-23,x,x,7,x,x,0
CC(=O)Nc1nc(CC(C)C)cc(-c2ccccc2)c1C#N,0.0,-18,x,x,4,x,x,1
CCC(Oc1ccccc1)C(=O)NCc1cccnc1 (configuration not stated),x,x,2,2,x,0,2,38
O=C(CCCN1C(=O)c2cccc3cccc(c23)C1=O)Nc1nccs1,1.5,-1,-3,2,x,-1,1,6
Cc1cccc(C2(c3cccc(C)c3)OC(=O)c3ccccc32)c1,x,x,3,6,x,3,0,6
O=C(O)CC(NC(=S)NCc1ccccc1)C(=O)O (configuration not stated),x,-4,1,0,6,0,5,8
Cc1cccc(N(C(=O)c2cnc3n(c2=O)CCS3)C2CCCCC2)c1,x,4,2,-28,-2,-1,-2,3
CC(NCC(=O)Nc1ccccc1C(=O)NC1CC1)c1ccc(Cl)cc1 (configuration not stated),x,-7,9,0,-8,-1,-1,-7
c1ccc(CN2CCC(N3CCC(N4CCCCCC4)CC3)CC2)cc1,x,12,-3,x,1,-7,1,x
CCOc1ccc(N2CCc3c(C)nc(SC)nc32)cc1,x,-22,3,7,-4,2,-2,-42

# Profiles as entered above. Order of values: E-sel inducer	RAD52 anneal inh	RAD54 branch	miR-122 sensor	ERAP1 inh	PglD inh	Cneo AK release	PGC1a acetyl inh
# CCOC(=O)c1cnc(-n2nc(C)cc2C)nc1Nc1ccc(N(C)C)cc1 as listed: x	x	4	-4	x	1	3	1
# Cc1cccc(C2(c3cccc(C)c3)OC(=O)c3ccccc32)c1 as listed: x	x	3	6	x	3	0	6

# Ordered by heavy-atom count (descending): 12 of the compounds above.
SMILES,E-sel inducer,RAD52 anneal inh,RAD54 branch,miR-122 sensor,ERAP1 inh,PglD inh,Cneo AK release,PGC1a acetyl inh
C[C@H](CO)N1C[C@H](C)[C@H](CN(C)C(=O)Nc2cccc3ccccc23)Oc2ccc(NC(=O)Nc3ccc(C(F)(F)F)cc3)cc2CC1=O,-0.7,2,0,17[16.7 µM],-4,2,0,4
Cc1noc(C)c1NC(=O)Nc1ccc2c(c1)C(=O)N([C@@H](C)CO)C[C@H](C)[C@H](CN(C)C)OCCCC[C@@H](C)O2,0.0,-25,5,9[16.7 µM],-1,4,-4,2
COC(=O)c1ccc2nc(-c3cccc(Cl)c3)c(Cc3ccccc3OC)n2c1,6.9,-26,3,5,1,0,0,19
CCOC(=O)c1cnc(-n2nc(C)cc2C)nc1Nc1ccc(N(C)C)cc1,x,x,4,-4,x,1,3,1
CCS(=O)(=O)N1[C@H](CO)[C@@H](c2ccc(C#CCC3CCCC3)cc2)[C@@H]1C#N,0.4,-17,-3,x,-3,-1,-2,-8
Cc1cccc(N(C(=O)c2cnc3n(c2=O)CCS3)C2CCCCC2)c1,x,4,2,-28,-2,-1,-2,3
CN1c2ccsc2C(=O)/C(=C\Nc2cccc(C(F)(F)F)c2)S1(=O)=O,1.0,-22,0,0,3,-4,8,1
Cc1cccc(C2(c3cccc(C)c3)OC(=O)c3ccccc32)c1,x,x,3,6,x,3,0,6
CCN(CC)S(=O)(=O)c1csc(C(=O)NC2CCCCC2)c1,x,x,-1,2,x,7,0,-3
CCC(Oc1ccccc1)C(=O)NCc1cccnc1 (configuration not stated),x,x,2,2,x,0,2,38
C=CCNC(=S)NNC(=O)c1ccc(OCC)cc1,x,x,2,-3,x,-4,1,-2
CC(C)(Nc1ccccc1)C(=O)c1ccccc1,x,-20,0,4,-3,-1,-3,x

# (more compounds)
SMILES,E-sel inducer,RAD52 anneal inh,RAD54 branch,miR-122 sensor,ERAP1 inh,PglD inh,Cneo AK release,PGC1a acetyl inh
Cc1ccc(-c2c(C)nn3c(N4CCOCC4)cc(C)nc23)cc1,1.4,-4,4,x,16,-2,1,-10
O=S(=O)(c1cccc(Br)c1)N1CCN(c2ccnc3cc(Cl)ccc23)CC1,-1.1,-3,-7,-4,-3,-2,0,-4
Brc1ccc(Br)c2cnccc12,0.1,-4,x,4,0,x,x,10
CC(C)c1ccc(NC(=S)N2CCN(Cc3ccccc3)CC2)cc1,x,-8,-7,-4,5,-3,5,-10
CC1(C)N=C(N)N=C(N)N1c1cc(Cl)ccc1Cl,x,-2,-4,2,-3,0,-1,-2
NC(=O)c1ccc(NC(=O)c2cccc(Oc3ccccc3)c2)cc1,x,-18,-1,17,-1,-7,-2,-10
Cc1noc(C)c1NC(=O)Nc1ccc2c(c1)C(=O)N([C@@H](C)CO)C[C@H](C)[C@H](CN(C)CC1CCCCC1)O2,-1.0,8,-3,-6[16.7 µM],-1,2,81*,7
O=C1c2ccccc2C(=O)N1C1C=CC=CC=C1,-0.3,-7,1,-6,-6,2,0,-11
C[C@H]1CN([C@@H](C)CO)C(=O)Cc2cc(NC(=O)C3CC3)ccc2O[C@@H]1CN(C)C(=O)Nc1ccc(C(F)(F)F)cc1,0.0,7,-5,2[16.7 µM],1,0,-1,18
CCOc1ccc(CNC(=O)Cn2ccc3cc(S(=O)(=O)N4CCCCCC4)ccc32)cc1,x,-18,-9,x,-1,-4,-3,x
COc1ccc(CCNC2CC(=O)N(CCc3ccccc3)C2=O)cc1OC (configuration not stated),x,x,1,-1,x,-1,5,-18
O=C(COc1cc(Cl)ccc1Cl)Nc1ccc2[nH]c(=O)[nH]c2c1,0.8,4,-5,-9,-2,5,-1,-1
CCc1cccc(CC)c1NC(=O)c1cccc(S(=O)(=O)N2CCN(C)CC2)c1,0.0,-8,4,-5,-2,0,1,x
C[C@@H]1CN([C@@H](C)CO)C(=O)c2cc(NC(=O)Nc3ccc4c(c3)OCO4)ccc2O[C@H]1CN(C)C(=O)Nc1ccc(C(F)(F)F)cc1,0.2,1,10,10[16.7 µM],-4,0,4,-9
COc1ccc(NC(=O)Nc2ccc3c(c2)C(=O)N([C@H](C)CO)C[C@@H](C)[C@H](CN(C)Cc2ccc(C(F)(F)F)cc2)O3)cc1,-0.2,-32,4,-2[16.7 µM],0,1,0,-23
COc1ccc(C2/C=C\CN(C(=O)Oc3ccccc3)CC(=O)N2Cc2ccc(F)cc2)cc1 (configuration not stated),-0.2,-18,2,1,-2,1,1,-6
COc1ccc(CCNC(=O)C2CCN(S(=O)(=O)c3cccc4cccnc34)CC2)cc1OC,x,x,11,-5,x,-1,0,6
O=C(C[C@H]1C[C@@H]2c3cc(NC(=O)NC4CCCC4)ccc3O[C@@H]2[C@@H](CO)O1)NCCc1ccccc1,-0.2,6,-2,4[16.7 µM],0,1,58,1
COc1cccc(-c2ccc(SCC(=O)NC3CCCCC3)nn2)c1,0.8,-1,7,-4,-5,-4,0,x
CCCCN1C(=O)N(C)C2C1N(C)C(=O)N2CCCC (configuration not stated),x,x,-1,-2,x,2,2,31
COc1ccccc1C(=O)COC(=O)Cc1c[nH]c2ccccc12,x,-15,0,x,1,-4,-1,x
Cc1ccc(S(=O)(=O)Nc2ccc3c(c2)C(=O)N([C@@H](C)CO)C[C@@H](C)[C@@H](CN(C)C(=O)NC2CCCCC2)OCCCC[C@H](C)O3)cc1,-1.3,17&-21,0&-4,6[16.7 µM],2&1,0&2,1&2,1&-5
COc1ccccc1S(=O)(=O)N(C)C[C@H]1OCc2ccccc2-c2ccccc2C(=O)N([C@H](C)CO)C[C@@H]1C,0.1,1,-2,x,-3,-2,-2,-4
CCC1=Nc2cc(C(=O)NCCCN3CCOCC3)ccc2Sc2ccc(Br)cc21,x,-12,-3,x,-2,4,2,-3
Nc1cccc(Oc2c(F)c(F)c(Oc3cccc(N)c3)c(F)c2F)c1,12,-104,2,-10,-1,7,-2,3
# Further results:
SMILES,E-sel inducer,RAD52 anneal inh,RAD54 branch,miR-122 sensor,ERAP1 inh,PglD inh,Cneo AK release,PGC1a acetyl inh
O=C(COc1ccccc1Cl)Nc1nnc(S(=O)(=O)N2CCCCCC2)s1,0.2,-12,6,-1,2,-2,-3,3
CC(C)CC#Cc1cnc2c(c1)C(=O)N([C@@H](C)CO)C[C@@H](C)[C@H](CN(C)C(=O)CN1CCOCC1)O2,0.5,-4,3,-5[16.7 µM],3,19,4,5
CC(C)c1ccc(NC(=O)C(c2ccccc2)N2CC(=O)Nc3ccccc32)cc1 (configuration not stated),1.1,62*,7,6,x,6,-1,-3
COc1ccc(-c2nn(-c3ccccc3)cc2C(N)=O)cc1OC,x,-22,7,6,-1,3,-2,-3
O=C(Nc1ccc2c(c1)OCO2)N1CCN(c2cccc(C(F)(F)F)c2)CC1,x,x,9,1,x,3,0,-3
CSc1nc2cc(C)nn2c(-c2ccccc2)c1C#N,0.0,-12,x,x,-3,x,x,-3
COc1ccc(NC(=O)Nc2ccc3c(c2)C(=O)N([C@@H](C)CO)C[C@H](C)[C@H](CN(C)Cc2ccccc2)OCCCC[C@@H](C)O3)cc1,0.0,60*,6,-9[16.7 µM],0,1,-2,0
C[C@@H]1CN([C@@H](C)CO)C(=O)c2cc(-c3ccccc3F)cnc2O[C@H]1CN(C)C,-0.5,-4,0,-4[16.7 µM],-3,-1,2,-7
C=CCN1C=C2C(=O)C(C)(OC(=O)CC)C(=O)C=C2C=C1CCCC (configuration not stated),-0.1,-14,-4,-3,x,-1,0,0
